# Compound activity from PubChem.
# LDHA inh – qHTS assay for inhibitors of human lactate dehydrogenase. purified LDHA, NADH/diaphorase-resazurin fluorescence; stronger effect = lower value. activity change, % (values are at about 110 or 230 µM). 480,000 compounds, 0.15% hits. AID 1347041, 2019; in the data active = activity change below about -30%; inconclusive = mostly about -25% to -30%;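 note: plate controls were DMSO wells for no effect and wells without enzyme for full effect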
#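 LDH5 2 nM; NADH 0.06 mM, pyruvate 0.2 mM; 200 mM Tris pH 7.4, EDTA, Tween-20; 5 min RT. Detection: diaphorase 0.133 mg/mL + resazurin 37 µM, fluorescence ex540/em590 at 0 and 20 min; normalized to enzyme-free and DMSO wells.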
# rTrxR1 inhibitor – qHTS Assay for Inhibitors of Mammalian Selenoprotein Thioredoxin Reductase 1 (TrxR1): qHTS; Potency, µM (highest dose often 114 µM), without a hit: top-dose activity change, negative = inhibition, most hits filed as inhibitors; recombinant rTrxR1, NADPH fluorescence consumption, selenite substrate; 390,000 compounds, 1% hits; note: potency is the fitted concentration of half-maximal effect; % is set by controls: 0 for no effect and ±100 for the full control effect; nearly all actives have a fitted effect of over 65% in size
# Target sequence (O89049 whole entry, looked up): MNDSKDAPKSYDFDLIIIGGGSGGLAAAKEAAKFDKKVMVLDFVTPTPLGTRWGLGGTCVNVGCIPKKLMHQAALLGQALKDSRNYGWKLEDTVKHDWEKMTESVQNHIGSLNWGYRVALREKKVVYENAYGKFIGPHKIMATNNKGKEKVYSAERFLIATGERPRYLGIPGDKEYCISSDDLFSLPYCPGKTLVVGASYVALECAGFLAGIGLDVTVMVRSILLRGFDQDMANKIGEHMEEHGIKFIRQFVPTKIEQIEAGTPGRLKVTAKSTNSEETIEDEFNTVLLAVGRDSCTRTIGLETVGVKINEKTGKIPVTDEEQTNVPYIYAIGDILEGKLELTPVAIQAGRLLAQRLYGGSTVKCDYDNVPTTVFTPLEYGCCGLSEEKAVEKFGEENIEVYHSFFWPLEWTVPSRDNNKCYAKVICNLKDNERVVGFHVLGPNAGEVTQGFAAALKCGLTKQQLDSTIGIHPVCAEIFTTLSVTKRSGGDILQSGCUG
#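 Rat TrxR1 (90 nM in the dispensed reagent) was pre-reduced with 400 uM NADPH for 5 min at room temperature, then incubated with compound for 15 min. After 400 uM selenite was added, NADPH fluorescence (Ex 340/Em 450 nm) was followed for 8 min.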
# USP1 inh – Inhibitors of USP1/UAF1: Primary Screen. Ubiquitin carboxyl-terminal hydrolase 1 (Homo sapiens), O94782. recombinant USP1/UAF1, Ub-Rhodamine cleavage fluorescence. Potency, µM (highest dose often 57.1 µM), for the others: top-dose activity change, negative = inhibition, most hits filed as inhibitors. 390,000 compounds, 0.23% hits; note: potency is the fitted concentration of half-maximal effect; % is set by controls: 0 for no effect and ±100 for the full control effect; nearly all actives have a fitted effect of over 60% in size; inactives centre near -12
#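 USP1/UAF1 complex at 1 nM was preincubated with compound for 15 min at room temperature, then Ub-Rho substrate (150nM final) was added. Fluorescence (480/540 nm) was read kinetically, 6 reads every 60 seconds.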
# IDH1 R132H inh – qHTS for Inhibitors of mutant isocitrate dehydrogenase 1 (IDH1): qHTS. Potency, µM (titrated, usually from 76.6 µM), inactives show top-dose activity change, negative = inhibition, hits mostly inhibitors. IDH1-R132H enzyme, NADPH consumption, diaphorase/resazurin fluorescence. 390,000 compounds, 0.093% hits; note: potency is the fitted concentration of half-maximal effect; % is set by controls: 0 for no effect and ±100 for the full control effect; nearly all actives have a fitted effect of over 65% in size
#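 IDH1-R132H (0.5 ug/mL dispensed) in pH 7.5 Tris buffer was preincubated 30 min with compound, then given a substrate mix of 0.016 mM NADPH and 2 mM alpha-KG for 80 min at room temperature; remaining NADPH was read by diaphorase/resazurin fluorescence.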
# Vif-APOBEC3G blk – qHTS for Inhibitors of Vif-A3G Interactions: qHTS; 410,000 compounds, 0.076% hits; Potency, µM (top dose mostly 46.1 µM), for the others: at the top dose activity, negative = active, hits mostly inhibitors; AID 602310, 2012; HeLa A3G-eYFP + Vif (tagged APOBEC3G with the HIV-1 protein that degrades it), YFP fluorescence, overnight;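 note: potency is the fitted concentration of half-maximal effect; % is set by controls: 0 for no effect and ±100 for the full control effect; nearly all actives have a fitted effect of over 60% in size; hits raise eYFP signal because A3G escapes Vif-driven loss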
# Target sequence (Q9HC16 whole entry, looked up): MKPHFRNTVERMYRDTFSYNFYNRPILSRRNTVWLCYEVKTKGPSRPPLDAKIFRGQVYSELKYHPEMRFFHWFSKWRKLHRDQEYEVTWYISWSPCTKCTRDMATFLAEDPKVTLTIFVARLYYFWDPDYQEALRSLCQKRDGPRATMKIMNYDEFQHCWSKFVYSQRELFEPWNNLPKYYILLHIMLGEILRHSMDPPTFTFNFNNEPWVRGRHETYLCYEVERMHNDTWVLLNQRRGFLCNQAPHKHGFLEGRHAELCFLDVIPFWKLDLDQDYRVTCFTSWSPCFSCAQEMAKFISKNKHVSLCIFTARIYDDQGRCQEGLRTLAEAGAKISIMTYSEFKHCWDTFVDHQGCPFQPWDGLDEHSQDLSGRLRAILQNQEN
#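 HeLa cells stably expressing Vif and C-terminally eYFP-tagged A3G, seeded overnight at 37 deg C, then exposed to compound by pintool overnight at 37 deg C. Rise in yellow fluorescence (Ex 488/Em 500-530, Acumen) marks blocked Vif-driven A3G degradation.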
# RGS4 inh – Inhibitors of Regulator of G Protein Signaling (RGS) 4: qHTS; Potency, µM (highest dose often 114 µM), inactives show at the top dose activity change, negative = inhibition, most hits filed as inhibitors; Transcreener GDP fluorescence polarization, RGS4-accelerated GTP hydrolysis; 390,000 compounds, 0.039% hits; note: potency is the fitted concentration of half-maximal effect; % is set by controls: 0 for no effect and ±100 for the full control effect; nearly all actives have a fitted effect of over 75% in size; some results filed as inactive show a strong effect at the top dose
# Target sequence (P49798 whole entry, looked up): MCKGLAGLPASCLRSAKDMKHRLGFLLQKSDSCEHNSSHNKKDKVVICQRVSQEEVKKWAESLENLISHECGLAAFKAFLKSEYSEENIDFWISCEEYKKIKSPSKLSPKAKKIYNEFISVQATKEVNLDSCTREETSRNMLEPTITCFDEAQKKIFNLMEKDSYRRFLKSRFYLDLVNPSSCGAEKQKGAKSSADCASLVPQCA
#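 MLSMR compounds (23 nl, pin-transferred) preincubated 10 min at room temperature with a 500nM (2x) first reagent, then RGS4 at 900nM (2x) plus Transcreener GDP mix added; fluorescence polarization (620/688 nm) read before and after 90 min at 30 °C.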
# TrxR1 substrate – qHTS Assay for Substrates of Mammalian Selenoprotein Thioredoxin Reductase 1 (TrxR1): qHTS. purified TrxR1 substrate turnover, NADPH consumption readout. Thioredoxin reductase 1, cytoplasmic (Rattus norvegicus), O89049. 390,000 compounds, 0.01% hits. Potency, µM (top dose mostly 114 µM), for inactives: top-dose activity change, negative = substrate turnover; note: potency is the fitted concentration of half-maximal effect; % is set by controls: 0 for no effect and ±100 for the full control effect; nearly all actives have a fitted effect of over 50% in size
#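 Rat TrxR1, dispensed at 90 nM, was prereduced with 400 uM NADPH (final) for 5 min at ~22 deg C, then incubated with compound 15 min before 400 uM selenite. A first-read NADPH fluorescence drop versus no-compound background flagged substrates.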
# Vif-A3F inh – qHTS for Inhibitors of Vif-A3F Interactions: qHTS; HeLa A3F-eYFP + Vif (tagged APOBEC3F with the HIV-1 protein that degrades it), YFP fluorescence increase; Potency, µM (doses to about 46.1 µM), for inactives: at the top dose activity, negative = active; 390,000 compounds, 0.2% hits; AID 602313, 2012; note: potency is the fitted concentration of half-maximal effect; % of control where 0% means no effect; nearly all actives have a fitted effect of over 65% in size
#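 Fluorescence increase (Ex 488/Em 500-530) after overnight compound treatment at 37 deg C flags inhibition of Vif-driven A3F-eYFP loss in stable HeLa A3F-eYFP/Vif cells seeded overnight beforehand.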
# GRP78 ERSR act – qHTS for Inducers of the Endoplasmic Reticulum Stress Response (ERSR) in Human Glioma: qHTS; AID 602332, 2012; Potency, µM, for the others: top-dose activation, hits mostly activators; U87-MG GRP78 promoter luciferase reporter, 16 h; 420,000 compounds, 0.02% hits; note: potency is the fitted concentration of half-maximal effect; series mostly up to about 76 µM; % of control where 0% means no effect; nearly all actives have a fitted effect of over 35% in size
#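 Stably transfected U87-MG glioma cells carrying a GRP78-based luciferase sensor; 16 h compound incubation. Luminescence end-point read 10 min after Bright-Glo addition at room temperature.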
# * = called active by the depositor; ? = inconclusive; . = not tested or not shown; [ ] = another dose, or the depositor's remark. Unless noted, calls come from the whole dose curve; as a rule, active = well fitted curve in the direction sought with a large enough effect; inconclusive = small, poorly fitted or top-dose-only effect, or another doubt; inactive = no such curve, though single readings can be large; an effect the other way counts as inactive or inconclusive. An excerpt; rates above refer to the full screens.
# The opening three compounds (preview)
SMILES,LDHA inh,rTrxR1 inhibitor,USP1 inh,IDH1 R132H inh,Vif-APOBEC3G blk,RGS4 inh,TrxR1 substrate,Vif-A3F inh,GRP78 ERSR act
COc1ccc(CNC(=O)c2ccc3c(c2)CCN3S(=O)(=O)c2ccc(Cl)cc2)cc1,1,11%,-14%,7%,5%,-1%,-4%,-6%,-1%
CCOc1ccc(NC(C(=O)Nc2cccc(C(C)=O)c2)c2ccccc2)cc1 (stereo not given),6,-3%,-12%,3%,-3%,-25%,-7%,2%,0%
CC(C)(C)c1cc(OC(=O)c2ccncc2)ccc1O,19,6%,-9%,7%,-1%,-10%,1%,2%,-8%

# The list itself, previewed entries included:
SMILES,LDHA inh,rTrxR1 inhibitor,USP1 inh,IDH1 R132H inh,Vif-APOBEC3G blk,RGS4 inh,TrxR1 substrate,Vif-A3F inh,GRP78 ERSR act
COc1ccc(CNC(=O)c2ccc3c(c2)CCN3S(=O)(=O)c2ccc(Cl)cc2)cc1,1,11%,-14%,7%,5%,-1%,-4%,-6%,-1%
CCOc1ccc(NC(C(=O)Nc2cccc(C(C)=O)c2)c2ccccc2)cc1 (stereo not given),6,-3%,-12%,3%,-3%,-25%,-7%,2%,0%
CC(C)(C)c1cc(OC(=O)c2ccncc2)ccc1O,19,6%,-9%,7%,-1%,-10%,1%,2%,-8%
CC(=O)COC(=O)C1CCN(S(=O)(=O)c2cc([N+](=O)[O-])ccc2Cl)CC1,2,?,-24%,-4%,-8%,-14%[56.9 µM],7%,3%,-1%
COc1ccc(C2Nc3ccccc3C(=O)N2c2ccc(Cl)cc2)cc1COc1ccc(NC(C)=O)cc1 (stereo not given),4,37%[activator],.,.,-10%,-36%,37%[activator],.,4%
O=C(c1cccs1)N1C[C@@H](O)[C@H](n2cc(-c3ccc(F)cc3)nn2)C[C@@H]1c1ccc(Cl)cc1,-3,.,-25%,0%,-15%,.,.,-4%,-1%
COc1ccc(CCc2nnc(CCC(=O)N(C)Cc3ccnc4ccccc34)o2)cc1,-7,6%,-28%,4%,0%,-14%,0%,?,4%
CC(=O)c1cccc(NC(=O)c2cc(C)no2)c1,-2,20%,-15%,-2%,-1%,-8%,6%,3%,-2%
OCCC1CCCCN1CC(O)COCc1ccc(Cl)cc1 (stereo not given),-12,18%,-12%,4%,0%,15%,-1%,5%,-5%
O=C1OCc2cc(NC(=O)C3CCCCC3)ccc21,-1,24%,-24%,-2%,-1%,5%,5%,-10%,1%
CN(C(=O)c1ccc(NC(=O)Cc2cccc(NC(=O)C3CCN(C(=O)C4CCC4)CC3)c2)cc1)C1CCCC1,-13,20%,-11%,-11%,-4%,18%,-1%,1%,-1%
COc1ccc(CNC(=O)C2CCC(CNc3c(N4CCC(C)CC4)c(=O)c3=O)CC2)cc1 (stereo not given),-6,12%,-13%,9%,0%,18%,3%,-12%,-3%
Cc1cc(OCC(=O)Nc2ccc3c(c2)OCCO3)ccc1Cl,-8,17%,-1%,11%,0%,5%,1%,-6%,4%
COc1ccc(OC)c(/C=C2/Sc3ccccc3C2=O)c1,-3,23%[57.1 µM],28µM*,9%,-6%,?,-8%[57.1 µM],-4%,5%
COc1ccccc1-c1cc(C(=O)NCc2ccccc2)no1,2,-13%[57.1 µM],-20%,-1%,1%,?,4%[57.1 µM],-4%,-3%
COc1ccc(NC2CCCN(C(=O)CCCn3cncn3)C2)cc1OC (stereo not given),5,14%,-25%,-3%,7%,30%,-1%,-4%,-1%
Cc1ccc(C)c(NC(=S)N2CCC(NC(=O)C3CCCCC3)CC2)c1,-5,17%[57.1 µM],-12%,-1%,1%,-31%,6%[57.1 µM],-8%,-4%
CCN1CCN(c2ccc(NC(=O)c3cccc(F)c3)cc2Cl)CC1,-15,10%[57.1 µM],-16%,-1%,1%,-5%,5%[57.1 µM],8%,-3%
Cc1cc(C)c(NC(=O)/C=C\C(=O)O)c([N+](=O)[O-])c1,1,?,-5%,-4%,-4%,-32%,-2%,0%,0%
O=C(CN1C(=O)c2ccccc2S1(=O)=O)Nc1ccccc1,-5,12%,-17%,-3%,-1%,-10%,6%,-1%,-4%
COc1ccc(NC(=O)CSc2nnc(C3CC3)n2C)cc1S(=O)(=O)N1CCCCC1,-2,29%,-13%,-12%,5%,11%,3%,1%,-2%
O=c1[nH]c(N2CCc3ccccc32)nc2c1CCCC2,-4,16%[57.1 µM],-27%,6%,-5%,-29%,12%[57.1 µM],-4%,-2%
Cc1cc(C)cc(Nc2ncnc3sc4c(c23)CCCC4)c1,-4,13%[57.1 µM],-10%,0%,3%,8%,-3%[57.1 µM],11%,-4%
COc1ccc(S(=O)(=O)N2CCN(C(=O)[C@H](Cc3ccccc3)NC(=O)c3ccco3)CC2)cc1,-11,-8%,-1%,1%,-2%,8%,-2%,1%,-2%
CCOC(=O)c1ccc(-c2ccc(/C=N/NC(=O)CN(c3cccc(C)c3)S(C)(=O)=O)o2)cc1,2,-1%,-21%,-1%,-1%,-22%,5%,-6%,-2%
CC(C)(O[C@@H]1O[C@H](CO)[C@@H](O)[C@H](O)[C@H]1O)[C@@H]1CC=C(C(=O)O)CC1,-1,0%[57.1 µM],-10%,-2%,1%,-31%,5%[57.1 µM],4%,1%
COc1ccc(CCNC(=O)C2CCCN2C(=O)Nc2ccc(F)cc2)cc1OC (stereo not given),-3,10%[57.1 µM],-21%,7%,2%,-18%,-4%,1%,-2%
Cc1ccc(Cn2nnc3c(=O)[nH]c(C4CCCN(S(=O)(=O)c5ccc(F)cc5)C4)nc32)cc1 (stereo not given),-7,35%,-22%,-5%,1%,-7%,3%,?,-3%
O=[N+]([O-])c1ccc(C(=Nc2cccc3ccccc23)N2CCOCC2)cc1,-10,12%,-10%,2%,0%,17%,-6%,-1%,0%
COc1ccccc1C1C(C(N)=O)=C(C)Nc2ncnn21 (stereo not given),-11,-8%,-5%,7%,1%,35%,-2%,1%,-5%
Cc1ccc(C(=O)N/N=C\c2ccccc2[N+](=O)[O-])cn1,-1,-7%,-22%,-7%,-2%,-4%[11.4 µM],-7%,2%,-1%
Cc1ccccc1C(=O)NN(C)c1nc2ccccc2nc1C(F)(F)F,1,36%[activator],5%,3%,-16%,38%,16%,-6%,0%
CCOC(=O)Nc1ccc2c(c1)C(=NO)c1ccccc1-2,1,-5%[11.4 µM],-15%,7%,-10%,-10%,-6%[11.4 µM],8%,1%
CS(=O)(=O)N1CCC(C(=O)Nc2ccc(Br)cc2F)CC1,-10,11%,-4%,5%,0%,1%,9%,-6%,-3%
CCOc1cc(/C=N/NC(=O)C2CCCC2)ccc1OC(C)C,1,24%,-14%,-7%,6%,13%,-2%,-8%,-2%
Cc1cccc(CS(=O)(=O)Cc2ccc(C(=O)NC3CCCC3)o2)c1,-2,-14%[57.1 µM],2%,-13%,1%,6%[56.9 µM],5%[57.1 µM],6%,-1%
CC(C)c1ccc(O)c(NC(=O)c2ncn[nH]2)c1,1,25%,-14%,8%,-1%,1%,12%,2%,-1%
O=C(Oc1ccc(C(=S)N2CCOCC2)cc1Br)c1cc(Cl)ccc1Cl,2,3%[57.1 µM],-14%,0%,-1%,-44%,6%[57.1 µM],-3%,0%
COc1ccc(NS(=O)(=O)c2ccc(O)c(NC(=O)c3cc4c(C)nn(-c5ccc(F)cc5)c4s3)c2)cc1,-15,-17%,?,-15%,?,-33%,39%[activator],5%,-12%
COc1ccccc1NC(=O)c1c(Nc2ccccc2C)sc(C(=O)Nc2cccc(Cl)c2)c1N,-8,-15%,-4%,1%,-14%,10%,-16%,-12%,2%
C=CCc1ccccc1OCC(O)CNC (stereo not given),-1,?,0%,-3%,-5%,-23%,1%,-4%,3%
Cc1ccc(S(=O)(=O)Nc2ccccc2C(=O)N2CCN(C)CC2)cc1,-2,18%,-17%,-5%,1%,-9%,5%,2%,-1%
COc1ccccc1/C=C1\SC(=O)N(CCC(=O)N(C)C2CCS(=O)(=O)C2)C1=O (stereo not given),1,-3%,-27%,3%,-4%,0%,-10%,6%,10%
Cc1cccc(OC(=O)c2cccnc2)c1,1,12%[57.1 µM],-19%,0%,-4%,-3%,8%[57.1 µM],-12%,-6%
COc1ccc(CN(C(=O)CN2C(=O)c3ccccc3S2(=O)=O)C(C(=O)NCC2CCCO2)c2ccco2)cc1 (stereo not given),-3,24%[57.1 µM],-11%,2%,-2%,-19%,0%[57.1 µM],-3%,-5%
CCN(CC)CCN(C(=O)c1ccco1)c1nc2c(C)cccc2s1,1,-3%,-10%,4%,0%,-12%,-10%,-1%,-4%
